Screening data (PubChem)
NCI-60 one-dose screen, 48 h, at 10 µM unless noted. Numbers give growth in % (100 = growth as untreated, 0 = no growth, -100 = all killed).
MOLT-4 = MOLT-4 leukemia cells; hit rate 6.9% among 80,000; AID 1794779
MCF7 = MCF7 breast cancer; hit rate 6.3% among 82,000; AID 1794796
BT-549 = BT-549 breast cancer; hit rate 4.4% among 78,000; AID 1794793
K-562 = K-562 leukemia; hit rate 7.4% among 78,000; AID 1794777
MDA-MB-468 = MDA-MB-468 breast cancer. hit rate 8.5% among 78,000. AID 2202374
MDA-MB-231 = MDA-MB-231 breast cancer. AID 1794789. hit rate 5% among 81,000
SR = SR leukemia cells. hit rate 8.7% among 73,000
MDA-MB-435 = MDA-MB-435 melanoma | hit rate 7.8% among 82,000 | AID 1794794
* marks the source's active call; other numbers are inactive results. How the source made its calls: active means growth percent below 10; inactive means the rest. No enrichment for hits; about 15% have a hit in one of these screens.

How did O=C1CSC(c2cccc(O)c2)N1c1nnc(Cn2cnnc2)o1 (centres undefined) do in these assays?
MOLT-4: 90; MCF7: 117; BT-549: 100; K-562: 102; MDA-MB-468: 133; MDA-MB-231: 91; SR: 55; MDA-MB-435: 42

What do the screens show for `CC(=O)OC(C)(C#N)C(C)(C#N)OC(C)=O` (centres undefined)?
MOLT-4: 99; MCF7: 93; BT-549: 105; K-562: 109; MDA-MB-468: 103; MDA-MB-231: 125; SR: 85; MDA-MB-435: 110

What do the screens show for `Nc1ncc(S(=O)(=O)c2ccc([N+](=O)[O-])cc2)s1`?
MOLT-4: 99; MCF7: 87; K-562: 97; MDA-MB-468: 100; MDA-MB-231: 120; SR: 105; MDA-MB-435: 111

What do the screens show for `COc1ccc(-c2cc(-c3ccc(Cl)cc3)c(C#N)c(=O)n2CCCCCC(=O)O)cc1`?
MOLT-4: 101; MCF7: 96; BT-549: 111; K-562: 100; MDA-MB-468: 111; MDA-MB-231: 101; SR: 97; MDA-MB-435: 109

How did O/N=C/C=C/c1ccccc1 do in these assays?
MOLT-4: 100; MCF7: 90; BT-549: 64; K-562: 103; MDA-MB-468: 104; MDA-MB-231: 111; SR: 86; MDA-MB-435: 111

Results for CCOC(=O)c1c(Cl)c(Cl)c(C(=O)OCC)c(Cl)c1Cl ?
MOLT-4: 98; MCF7: 100; BT-549: 101; K-562: 96; MDA-MB-468: 108; MDA-MB-231: 87; SR: 91; MDA-MB-435: 98

Results for CC(C)c1ccc(Cn2cc(CSc3nc4ccccc4s3)nn2)cc1 ?
MOLT-4: 96; MCF7: 98; BT-549: 109; K-562: 100; MDA-MB-468: 95; MDA-MB-231: 104; SR: 105; MDA-MB-435: 103

Results for O=C(Nc1ccccc1)Nc1ccc2cc3ccc(NC(=O)Nc4ccccc4)cc3nc2c1 ?
MOLT-4: -28*; MCF7: 27; BT-549: 86; K-562: 1.1*; MDA-MB-468: -58*; MDA-MB-231: -51*; SR: -19*; MDA-MB-435: 22

Results for Cc1ccc(C2(c3ccccc3)NC(=O)NC2=O)cc1 (centres undefined) ?
MCF7: 91; BT-549: 116; MDA-MB-468: 98; MDA-MB-231: 110; MDA-MB-435: 127

How did CC(C)(C)OC(=O)N1CCN(c2ccc(N)cc2)C(=O)C1 do in these assays?
MOLT-4: 101; MCF7: 92; BT-549: 116; K-562: 100; MDA-MB-468: 111; MDA-MB-231: 99; SR: 81; MDA-MB-435: 106

Results for Nc1nc(N)c(C=Nc2ccc(Br)cc2)c(Nc2ccc(Br)cc2)n1 ?
MOLT-4: 65; MCF7: 73; BT-549: 69; K-562: 92; MDA-MB-468: 109; MDA-MB-231: 86; SR: 64; MDA-MB-435: 85

Results for CCOC(=O)C1CCc2c(ccc3ccccc23)N1CCC#N (centres undefined) ?
MOLT-4: 78; MCF7: 86; BT-549: 96; K-562: 55; MDA-MB-468: 74; MDA-MB-231: 91; SR: 63; MDA-MB-435: 36

What do the screens show for `CC1=C(C(=O)OCC2CCN(C(=O)OC(C)(C)C)CC2)[C@H](c2cccc(Br)c2)C2=C(CC(C)(C)CC2=O)N1`?
MOLT-4: 4.5*; MCF7: 14; K-562: 16; MDA-MB-468: 30; MDA-MB-231: 46; MDA-MB-435: 25

What do the screens show for `O=C1c2ccccc2C(=O)c2c1c(C(=O)c1ccc(Cl)cc1)n1c2ccc2c3ccccc3ccc21`?
MOLT-4: 107; MCF7: 93; BT-549: 119; K-562: 106; MDA-MB-468: 112; MDA-MB-231: 90; SR: 104; MDA-MB-435: 114

What do the screens show for `CCCC1(CN2c3ccccc3Sc3ccc(Cl)cc32)CCN(CC)C1` (centres undefined)?
MOLT-4: -28*; MCF7: -94*; K-562: -62*; MDA-MB-468: -64*; MDA-MB-231: -28*; SR: -50*; MDA-MB-435: -95*

What do the screens show for `CCCCCCCCCCCCCCCC(=O)OC1[C@@H](OC(=O)CCCCCCCCCCCCCCC)[C@@H](C(=O)N[C@@H](CCCCN)C(=O)OC)O[C@H]1n1cnc2c(=O)[nH]c(NC(=O)C(C)C)nc21` (some centres undefined)?
MOLT-4: 93; MCF7: 96; BT-549: 105; K-562: 83; MDA-MB-468: 83; MDA-MB-231: 118; SR: 9.7*; MDA-MB-435: 100

What do the screens show for `CCc1c(C(=O)NCc2cccc3ccccc23)[nH]c(C)c1C(C)=O`?
MOLT-4: 22; MCF7: 54; BT-549: 71; K-562: 23; MDA-MB-468: 60; MDA-MB-231: 62; SR: 20; MDA-MB-435: 71

How did CSc1n[nH]c2nc(-c3ccccc3Cl)[nH]c(=O)c12 do in these assays?
MOLT-4: 108; MCF7: 100; BT-549: 108; K-562: 106; MDA-MB-468: 88; MDA-MB-231: 95; SR: 101; MDA-MB-435: 108

What do the screens show for `Cc1c(C)c2c(c(C)c1NC(=O)/C=C\C(=O)O)CCC(C)(CCCC(C)CCCC(C)CCCC(C)C)O2` (centres undefined)?
MOLT-4: 34; MCF7: 51; BT-549: -59*; K-562: 72; MDA-MB-468: -45*; MDA-MB-231: 71; SR: 10.0*; MDA-MB-435: 51

What do the screens show for `CCOC(=O)c1sc(NCC(=O)Nc2cccc(Cl)c2)c(C(=O)OCC)c1C`?
MOLT-4: 90; MCF7: 88; BT-549: 97; K-562: 97; MDA-MB-468: 103; MDA-MB-231: 105; SR: 103; MDA-MB-435: 98

Of the compounds above, these contain an aryl thioether with sulfur outside any ring:
Results for CC(C)c1ccc(Cn2cc(CSc3nc4ccccc4s3)nn2)cc1 ?
MOLT-4: 96; MCF7: 98; BT-549: 109; K-562: 100; MDA-MB-468: 95; MDA-MB-231: 104; SR: 105; MDA-MB-435: 103

How did CSc1n[nH]c2nc(-c3ccccc3Cl)[nH]c(=O)c12 do in these assays?
MOLT-4: 108; MCF7: 100; BT-549: 108; K-562: 106; MDA-MB-468: 88; MDA-MB-231: 95; SR: 101; MDA-MB-435: 108

More results follow:
What do the screens show for `Nc1ccc(/C=C/c2ccc(N)cc2)cc1`?
MOLT-4: 81; MCF7: 75; BT-549: 83; K-562: 84; MDA-MB-468: 99; MDA-MB-231: 79; MDA-MB-435: 89

What do the screens show for `CN(C)c1ccc(SC#N)cc1`?
MOLT-4: 109; MCF7: 97; BT-549: 107; K-562: 115; MDA-MB-468: 102; MDA-MB-231: 105; MDA-MB-435: 108

How did c1n[nH]cc1-c1nc2ccc3[nH]ncc3c2c2c1CC1(CC2)COC1 do in these assays?
MOLT-4: 33; MCF7: 62; BT-549: -7.9*; K-562: 34; MDA-MB-468: -24*; MDA-MB-231: 70; SR: 5.2*; MDA-MB-435: 31

What do the screens show for `CC(C)CNc1ncnc2n[nH]nc12`?
MOLT-4: 83; MCF7: 99; K-562: 105; MDA-MB-468: 111; MDA-MB-231: 97; SR: 89; MDA-MB-435: 113

Results for CCCCCN=C(N)C(N)=NCCCCC ?
MOLT-4: 90; MCF7: 95; BT-549: 103; K-562: 106; MDA-MB-468: 114; MDA-MB-231: 103; SR: 96; MDA-MB-435: 105

What do the screens show for `Nc1ccc(S(=O)(=O)Nc2cnc3ccccc3n2)cc1`?
MOLT-4: 98; MCF7: 104; BT-549: 93; K-562: 93; MDA-MB-468: 107; MDA-MB-231: 102; SR: 102; MDA-MB-435: 105

Results for NC(=S)N=Nc1c(O)cc(O)c2[nH]c(=O)ccc12 ?
MOLT-4: 97; MCF7: 105; BT-549: 106; K-562: 93; MDA-MB-231: 95; MDA-MB-435: 114

Results for O=C1C(Nc2ccccn2)=C(I)C(=O)c2ncccc21 ?
MOLT-4: -25*; MCF7: -59*; BT-549: -69*; K-562: 1.8*; MDA-MB-468: -70*; MDA-MB-231: -32*; SR: 2.0*; MDA-MB-435: -82*

How did COC1OC(CO)C(OC)C(O)C1O (centres undefined) do in these assays?
MOLT-4: 99; MCF7: 99; BT-549: 104; K-562: 102; MDA-MB-468: 87; MDA-MB-231: 111; SR: 94; MDA-MB-435: 109

What do the screens show for `O=C(COc1ccc(-c2cc3ccccc3[nH]2)cc1)Nc1ccc(S(=O)(=O)Nc2nccs2)cc1`?
MOLT-4: 94; MCF7: 106; BT-549: 89; K-562: 101; MDA-MB-468: 110; MDA-MB-231: 98; SR: 95; MDA-MB-435: 106

How did CC[C@H](CC[C@@H](C)[C@H]1CC[C@H]2[C@@H]3CC=C4C/C(=N/OCCC#N)CC[C@]4(C)[C@H]3CC[C@]12C)C(C)C do in these assays?
MOLT-4: 103; MCF7: 93; BT-549: 105; K-562: 95; MDA-MB-468: 103; MDA-MB-231: 96; SR: 89; MDA-MB-435: 108

What do the screens show for `c1cc(NCCCCN2CCOCC2)c2ccc3c(ccc4c(NCCN5CCOCC5)ccnc43)c2n1`?
MOLT-4: 43; MCF7: 59; BT-549: 103; K-562: 66; MDA-MB-468: 76; MDA-MB-231: 71; SR: -7.9*; MDA-MB-435: 99

How did O=C1CCC(C(=O)NNc2ccccc2)N1 (centres undefined) do in these assays?
MOLT-4: 58; MCF7: 88; BT-549: 95; K-562: 17; MDA-MB-468: 85; MDA-MB-231: 94; SR: 106; MDA-MB-435: 50

How did CCCCCCC(C)=O do in these assays?
MOLT-4: 101; MCF7: 97; BT-549: 105; K-562: 113; MDA-MB-468: 100; MDA-MB-231: 117; SR: 95; MDA-MB-435: 112

How did C=CCOC(=O)NC(CCC(=O)OCC)C(=O)OCC (centres undefined) do in these assays?
MOLT-4: 98; MCF7: 95; BT-549: 116; K-562: 111; MDA-MB-468: 98; MDA-MB-231: 120; SR: 91; MDA-MB-435: 109

How did Cc1cc(C(=O)/C=C/c2ccc[nH]2)ccc1-n1ccc(C(F)(F)F)n1 do in these assays?
MOLT-4: 71; MCF7: 83; BT-549: -35*; K-562: 53; MDA-MB-468: 90; MDA-MB-231: 31; SR: 28; MDA-MB-435: 97

How did C[C@@H](Oc1ccc(C(=O)NS(=O)(=O)C(C)(C)C)cc1C(F)(F)F)c1ccc(Oc2ccccc2)cn1 do in these assays?
MOLT-4: 57; MCF7: 15; BT-549: 28; K-562: 20; MDA-MB-468: -13*; MDA-MB-231: 69; SR: 30; MDA-MB-435: -50*

What do the screens show for `CC1(C)CC(=O)C2=C(C1)N(CCc1ccc(S(N)(=O)=O)cc1)C1=C(C(=O)CC(C)(C)C1)C2c1ccccc1`?
MOLT-4: 110; MCF7: 84; BT-549: 116; K-562: 94; MDA-MB-468: 95; MDA-MB-231: 106; SR: 100; MDA-MB-435: 102

Results for CC(=O)c1csc2ccccc12 ?
MOLT-4: 95; MCF7: 93; BT-549: 100; K-562: 93; MDA-MB-468: 99; MDA-MB-231: 103; SR: 94; MDA-MB-435: 110

What do the screens show for `COc1cc(/C=C/C(=O)c2ccc(NC(=O)CSc3nnc(-c4ccc(-c5nc6ccc(C)cc6[nH]5)cc4)o3)cc2)cc(OC)c1OC`?
MOLT-4: 93; MCF7: 91; BT-549: 97; K-562: 101; MDA-MB-468: 107; MDA-MB-231: 98; SR: 83; MDA-MB-435: 101

What do the screens show for `Cn1c2ccccc2c2c3c(c4c5ccccc5[nH]c4c21)C(=O)N(N)C3=O`?
MOLT-4: 21; MCF7: 24; BT-549: 47; K-562: 50; MDA-MB-468: -37*; MDA-MB-231: 83; SR: 5.5*; MDA-MB-435: 58

What do the screens show for `Cc1cn(Cc2ccc3ccccc3c2)c(=S)n1Cc1ccc2ccccc2c1`?
MOLT-4: 83; MCF7: 89; BT-549: 94; K-562: 88; MDA-MB-468: 91; MDA-MB-231: 95; MDA-MB-435: 97

Quoted at random: 2 records from the list, in no set order.
How did COC1OC(CO)C(OC)C(O)C1O (centres undefined) do in these assays?
MOLT-4: 99; MCF7: 99; BT-549: 104; K-562: 102; MDA-MB-468: 87; MDA-MB-231: 111; SR: 94; MDA-MB-435: 109

How did CCCCCCC(C)=O do in these assays?
MOLT-4: 101; MCF7: 97; BT-549: 105; K-562: 113; MDA-MB-468: 100; MDA-MB-231: 117; SR: 95; MDA-MB-435: 112
